TRHR enhancer – allosteric enhancers of human TRH receptor; P34981; TRHR cells, fluo-8 calcium fluorescence, EC20 TRH enhancement; enhancement, % at 2 µM; 360,000 tested, 0.66% active; AID 493056; in the data active = enhancement above about 30%; note: 0% is about no effect
Target sequence (P34981 whole entry, looked up): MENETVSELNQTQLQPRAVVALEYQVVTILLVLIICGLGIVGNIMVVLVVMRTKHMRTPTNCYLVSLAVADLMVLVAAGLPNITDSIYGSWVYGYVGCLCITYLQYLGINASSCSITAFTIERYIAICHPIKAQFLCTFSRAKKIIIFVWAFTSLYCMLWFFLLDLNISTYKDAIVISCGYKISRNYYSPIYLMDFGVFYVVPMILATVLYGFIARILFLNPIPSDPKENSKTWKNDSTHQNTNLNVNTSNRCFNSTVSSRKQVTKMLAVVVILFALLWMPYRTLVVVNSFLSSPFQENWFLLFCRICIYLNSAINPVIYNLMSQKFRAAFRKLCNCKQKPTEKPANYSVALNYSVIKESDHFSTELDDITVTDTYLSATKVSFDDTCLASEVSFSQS
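Enhancer read-out: after compound pinning and an initial kinetic agonist-mode read, an EC20 of TRH (10 nM final) was injected and fluo-8 calcium signal (Ex 480/Em 530) followed at 1 s/cycle for 100 cycles in TRHR-expressing cells.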
D1 antag – antagonists of human D1 dopamine receptor. activity change, negative = inhibition, % at 10 µM. 360,000 tested, 3.2% active. P21728. HEK293 TREx D1 cells, calcium flux, dopamine EC80; hits give low values; in the data active = activity change below about -30%; note: % is set by controls: 0 for no effect and ±100 for the full control effect
Target sequence (P21728 whole entry, looked up): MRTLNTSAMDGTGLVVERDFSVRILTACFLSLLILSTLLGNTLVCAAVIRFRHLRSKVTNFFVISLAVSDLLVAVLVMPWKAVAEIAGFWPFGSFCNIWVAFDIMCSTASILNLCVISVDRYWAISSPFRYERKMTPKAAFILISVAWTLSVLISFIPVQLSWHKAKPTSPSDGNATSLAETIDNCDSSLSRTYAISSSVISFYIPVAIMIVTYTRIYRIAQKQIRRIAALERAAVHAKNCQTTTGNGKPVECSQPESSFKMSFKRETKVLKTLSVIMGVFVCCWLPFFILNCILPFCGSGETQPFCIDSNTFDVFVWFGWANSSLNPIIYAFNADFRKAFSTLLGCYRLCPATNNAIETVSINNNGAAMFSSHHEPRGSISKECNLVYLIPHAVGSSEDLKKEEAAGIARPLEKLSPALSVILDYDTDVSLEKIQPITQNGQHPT
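Tetracycline-induced HEK293 T-REx cells with force-coupled D1 receptor were loaded with a no-wash calcium dye. Compound was added after a 10 s baseline and read kinetically for 180 s; EC80 dopamine was then added and calcium flux followed another 180 s.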
TRHR ag – TRH receptor (human) agonism. TRHR cells, calcium flux fluo-8, FDSS agonist mode. activation, % at 2 µM. 360,000 tested, 0.18% active; note: 0% is about no effect
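Read-out: compound-evoked intracellular calcium rise in TRHR cells, fluo-8 dye, kinetic FDSS fluorescence at 1 s/cycle following a 10-cycle baseline. Cells cultured overnight before dye loading (30 min–1.5 h, RT).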
D1 agonist – human D1 receptor agonism | activation, % at 2 µM | HEK293 T-REx D1 cells, calcium flux, agonist mode | 360,000 tested, 1% active | P21728 | AID 504660; note: 0% is about no effect
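Inducible HEK293 T-REx D1 cells, force-coupled to calcium signalling, were plated at 4000 cells/well with tetracycline and held overnight at 30 C. After no-wash calcium dye loading, compound-evoked calcium rise over 180 s flagged agonists.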
D2 PAM – positive allosteric modulators of human D2 dopamine receptor | 340,000 tested, 0.34% active | potentiation, % at 10 µM | HEK293 T-REx D2, calcium flux, EC20 dopamine potentiation;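 active = potentiation over 3 SD above the plate norm, cut at about 30% in these data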; note: 0% is about no effect
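Using a no-wash calcium dye in inducible, force-coupled HEK293 Trex cells expressing D2, we tracked fluorescence each second for 180 s after compound, then for 180 s after EC20 dopamine to detect augmented signalling.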
D1 potentiator – potentiators of human D1 dopamine receptor; HEK293 TREx D1 cells, calcium flux, dopamine EC20 potentiation; potentiation, % at 10 µM; 360,000 tested, 0.036% active; in the data active = potentiation above about 30%; note: 0% is about no effect
RXFP1 antagonist – RXFP1 (human) relaxin receptor antagonism; activity change, negative = inhibition, % at 57.5 µM; Q9HBX9; AID 1259400; HEK293-RXFP1, relaxin-stimulated cAMP HTRF, 30 min; hits give low values; 350,000 tested, 0.59% active;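 active = activity change of -60% or lower, but not beyond a set lower limit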; note: % is set by controls: 0 for no effect and ±100 for the full control effect
D2 ag – activates the human D2 dopamine receptor; activation, % at 2 µM; 340,000 tested, 0.53% active; HEK293 T-REx D2 cells, calcium flux agonist mode; P14416;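 active = activation over 3 SD above normal in the single-dose calcium agonist read, cut at about 30% in these data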; note: 0% is about no effect
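Agonism is scored from calcium flux in a force-coupled, inducible HEK293 cell line expressing D2, read kinetically for 180 s after compound addition against dopamine controls.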
D2 antag – antagonists of human D2 dopamine receptor | HEK293 TREx D2 cells, calcium flux, dopamine EC80 | AID 485344 | inhibition, % at 10 µM | 340,000 tested, 2% active | P14416; in the data active = inhibition above about 30%; note: 0% is about no effect
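Read-out: kinetic calcium fluorescence (1 cycle/s) in inducible HEK293 T-REx D2 cells after an EC80 dopamine addition that followed 180 s compound preincubation. Loss of the dopamine response indicates antagonism.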
* marks the source's active call; other numbers are inactive results; & = joins results of further samples. Cut-off read from the data, not from the text of the source, unless noted: active = activation above about 30%; inactive = the rest.

For Cc1ccc(C)c(S(=O)(=O)Nc2ccc(C(=O)N3CCCCC3)cc2)c1 the results were TRHR enhancer -7, D1 antag 6, TRHR ag 0.2, D1 agonist 4, D2 PAM -1, D1 potentiator -3, RXFP1 antagonist 8, D2 ag 0.4 and D2 antag 1.
For CCCCSc1nc2c(cnn2-c2ccc(C)c(C)c2)c(=O)[nH]1 the results were TRHR enhancer 4, D1 antag -5, TRHR ag -0.6, D1 agonist 2, D2 PAM 7, D2 ag 1.2 and D2 antag -3.
For O=C(CN1C(=O)CCc2cc(S(=O)(=O)N3CCCCC3)ccc21)NCc1ccc(Cl)cc1 the results were TRHR enhancer 8, D1 antag -1, TRHR ag -1.1, D1 agonist 4, D2 PAM 7, D1 potentiator 1 and D2 ag 0.9.
`CCOC(=O)c1sc(NC(C)=O)nc1C` gave TRHR enhancer 2, D1 antag -9, TRHR ag -0.1, D1 agonist 1, D2 PAM 6, D1 potentiator 2, RXFP1 antagonist -2, D2 ag 0.9 and D2 antag -5.
For COc1ccc(/C=N/n2cnc3c([nH]c4ccc(Br)cc43)c2=O)cc1CN1CCOCC1 the results were TRHR enhancer -10, D1 antag -25, TRHR ag 0.6, D1 agonist -1, D2 PAM -1, D1 potentiator -4, RXFP1 antagonist 1, D2 ag 0.1 and D2 antag -6.
`CCOCCCn1c(-c2ccc(Cl)cc2)n[nH]c1=S` gave TRHR enhancer 0, D1 antag 5, TRHR ag -0.2, D1 agonist -2, D2 PAM -5, D1 potentiator 6, RXFP1 antagonist -16, D2 ag -0.4 and D2 antag 11.
For COC(=O)c1ccc2c(c1)NC(=O)CS2 the results were TRHR enhancer 6, D1 antag -9, TRHR ag 0.2, D1 agonist 1, D2 PAM 9, D1 potentiator -1, RXFP1 antagonist 1, D2 ag 1.5 and D2 antag -3.
`CN(NC(=O)c1ccccc1F)c1ccc([N+](=O)[O-])cn1` gave TRHR enhancer 1, D1 antag -8, TRHR ag 0.0, D1 agonist 0, D2 PAM -2, D1 potentiator -1, RXFP1 antagonist -15, D2 ag 0.2 and D2 antag 1.
Screening CCn1ccc2cc(S(=O)(=O)N3CCCN(C(=O)Nc4ccccc4F)CC3)ccc21 returned TRHR enhancer -7, D1 antag -7, TRHR ag -0.5, D1 agonist 0, D2 PAM -6, D1 potentiator 2 and D2 ag -1.6.
For Cc1cc(=O)oc2cc(NC(=O)c3c(Cl)cnn3C)ccc12 the results were TRHR enhancer -3, D1 antag 12, TRHR ag -0.1, D1 agonist 5, D2 PAM 17, D1 potentiator -5, RXFP1 antagonist -5, D2 ag 0.6 and D2 antag 1.
Screening Cc1onc(-c2c(Cl)cccc2Cl)c1NC(=O)N1CCSCC1 returned TRHR enhancer -19, D1 antag 12, TRHR ag 0.4, D1 agonist 5, D2 PAM 7, D1 potentiator -1, RXFP1 antagonist 16, D2 ag 1.0 and D2 antag 8.
`Cc1ccc2[nH]c(=O)c(CN(Cc3cccs3)C(=S)NCC3CCCO3)cc2c1` (stereo not drawn) gave TRHR enhancer 3, D1 antag 13, TRHR ag 1.1, D1 agonist 1, D2 PAM 1, D1 potentiator 0, RXFP1 antagonist -11, D2 ag 0.7 and D2 antag 23.
Screening CCCCCCNCc1cccc(Br)c1 returned TRHR enhancer 9, D1 antag 3, TRHR ag 1.9, D1 agonist 28, D2 PAM -22, D1 potentiator -5, RXFP1 antagonist -5, D2 ag 0.4 and D2 antag 24.
Screening COc1cccc(NC(=S)/C(=C(\[O-])c2ccc(OC(F)F)cc2)[n+]2ccccc2)c1 returned TRHR enhancer 3, D1 antag -6, TRHR ag 0.0, D1 agonist -1, D2 PAM 4, D1 potentiator -3, RXFP1 antagonist 3, D2 ag 0.6 and D2 antag -10.
Screening CC1(C)Cc2c(sc3c2c(=N)n(Cc2ccco2)c(=O)n3Cc2ccccc2)CO1 returned TRHR enhancer 2, D1 antag 10, TRHR ag -0.6, D1 agonist 2, D1 potentiator -5 and RXFP1 antagonist -2.
`C=CCN(C(=O)c1csnn1)C(C(=O)NC1CCCC1)c1ccc(F)cc1` (stereo not drawn) gave TRHR enhancer 0, D1 antag -6, TRHR ag 0.8, D1 agonist 1, D2 PAM 2, D1 potentiator -5, RXFP1 antagonist 6, D2 ag -2.0 and D2 antag -10.
For CCCCNC(=O)c1ccc2c(c1)ncn2C1CCCCC1 the results were TRHR enhancer 0, D1 antag -5, TRHR ag 0.2, D1 agonist 1, D2 PAM -3, D1 potentiator -5, RXFP1 antagonist -4, D2 ag 1.2 and D2 antag -24.
For CCN(C(=O)CN1C(=O)NC(c2ccccc2)(c2ccccc2)C1=O)c1ccccc1 the results were TRHR enhancer 5, D1 antag -2, TRHR ag 0.8, D1 agonist 3, D2 PAM 5, D1 potentiator -3, RXFP1 antagonist -14, D2 ag 0.7 and D2 antag -18.
CN1C=CC=C/C1=C1/N=C(c2ccccc2)OC1=O was read as TRHR enhancer -4, D1 antag -16, TRHR ag -0.2, D1 agonist 1, D2 PAM 17, D1 potentiator 4, RXFP1 antagonist 4, D2 ag 0.6 and D2 antag -24.
Screening CC1(C)CC(=O)C2=C(C1)NC1=C(C(=O)c3ccccc31)C2c1ccc(O)cc1 (stereo not drawn) returned TRHR enhancer 1, D1 antag 4, TRHR ag 0.1, D1 agonist 1, D2 PAM -1, D1 potentiator -6, RXFP1 antagonist -27, D2 ag -1.4 and D2 antag 3.
`O=C(OCCN1CCCCC1)c1ccc(O)cc1` gave TRHR enhancer 9, D1 antag 5, TRHR ag 1.0, D1 agonist 5, D2 PAM -11, D1 potentiator -1 and RXFP1 antagonist 3.
Screening Cc1ccc(N2CCN(c3ccc(C)cc3)C2c2cccnc2)cc1 returned TRHR enhancer 1, D1 antag 5, TRHR ag -1.1, D1 agonist 3, D2 PAM 9, D1 potentiator -1, RXFP1 antagonist -15, D2 ag 0.3 and D2 antag 5.
CCOC(=O)c1cnc(SCC(=O)N2CCN(c3ccccc3)CC2)nc1N was read as TRHR enhancer -5, D1 antag -11, TRHR ag 0.1, D1 agonist 1, D1 potentiator -9 and RXFP1 antagonist -1.
`CC(C)(C)c1ccc(C2/C(=C(\O)c3ccc4c(c3)OCCO4)C(=O)C(=O)N2CCCN2CCOCC2)cc1` (stereo not drawn) gave TRHR enhancer 13, D1 antag -8, TRHR ag 0.5, D1 agonist 2, D2 PAM -1, D1 potentiator 1, RXFP1 antagonist -6, D2 ag 0.4 and D2 antag -7.
For CCOc1ccc2oc(C(=O)N(CCOC)c3c(N)n(CC(C)C)c(=O)[nH]c3=O)c(C)c2c1 the results were TRHR enhancer 9, D1 antag -1, TRHR ag -0.6, D1 agonist 3, D2 PAM 3, D1 potentiator 3, RXFP1 antagonist -10, D2 ag -0.6 and D2 antag 0.
CCOC(=O)N1CCN(C(=O)c2ccc3nc4ccc(Cl)cc4c(=O)n3c2)CC1 was read as TRHR enhancer -4, D1 antag -13, TRHR ag -0.7, D1 agonist -1, D2 PAM -1, D1 potentiator -4, RXFP1 antagonist 6, D2 ag -0.1 and D2 antag 18.
`CCCNC1=CC(=O)CC(C)(C)C1` gave TRHR enhancer 13, D1 antag 12, TRHR ag 0.3, D1 agonist 4, D2 PAM -1, D1 potentiator -3, RXFP1 antagonist -3, D2 ag 2.2 and D2 antag -5.
O=C(c1ccc2c(=O)n3c(nc2c1)CCCCC3)N1CCN(C(c2ccccc2)c2ccccc2)CC1 was read as TRHR enhancer 1, D1 antag -12, TRHR ag -0.4, D1 agonist 3, D2 PAM 3, D1 potentiator -2 and RXFP1 antagonist -28.
For Cc1cccc(C(=O)Nc2nnc(C3=COCCO3)o2)c1 the results were TRHR enhancer -1, D1 antag 3, TRHR ag -0.2, D1 agonist 2, D2 PAM -2, D1 potentiator -3, RXFP1 antagonist -5, D2 ag -0.1 and D2 antag 4.
COc1cccc(CN2CCNC(=O)C2CC(=O)NCCn2nc(C)cc2C)c1OC (stereo not drawn) was read as TRHR enhancer -4, D1 antag -18, TRHR ag 0.3, D1 agonist 1, D2 PAM 3, D1 potentiator -4, RXFP1 antagonist -6, D2 ag -0.8 and D2 antag 6.

Next part, starting with the last 4 of the part before.
`CCCNC1=CC(=O)CC(C)(C)C1` gave TRHR enhancer 13, D1 antag 12, TRHR ag 0.3, D1 agonist 4, D2 PAM -1, D1 potentiator -3, RXFP1 antagonist -3, D2 ag 2.2 and D2 antag -5.
O=C(c1ccc2c(=O)n3c(nc2c1)CCCCC3)N1CCN(C(c2ccccc2)c2ccccc2)CC1 was read as TRHR enhancer 1, D1 antag -12, TRHR ag -0.4, D1 agonist 3, D2 PAM 3, D1 potentiator -2 and RXFP1 antagonist -28.
For Cc1cccc(C(=O)Nc2nnc(C3=COCCO3)o2)c1 the results were TRHR enhancer -1, D1 antag 3, TRHR ag -0.2, D1 agonist 2, D2 PAM -2, D1 potentiator -3, RXFP1 antagonist -5, D2 ag -0.1 and D2 antag 4.
COc1cccc(CN2CCNC(=O)C2CC(=O)NCCn2nc(C)cc2C)c1OC (stereo not drawn) was read as TRHR enhancer -4, D1 antag -18, TRHR ag 0.3, D1 agonist 1, D2 PAM 3, D1 potentiator -4, RXFP1 antagonist -6, D2 ag -0.8 and D2 antag 6.
Screening COc1ccc(S(=O)(=O)NC(C)(C)C)cc1-c1nnc2c3ccccc3c(C)nn12 returned TRHR enhancer -2&9, D1 antag 9&9, TRHR ag 0.6&-0.1, D1 agonist 4&2, D2 PAM 3&4, D1 potentiator 1&-5, RXFP1 antagonist 1&-5, D2 ag 0.9&0.2 and D2 antag -1.
For CCOC(=O)c1sc2ncnc(NCc3ccco3)c2c1C the results were TRHR enhancer 0, D1 antag -3, TRHR ag 1.3, D1 agonist 0, D2 PAM 4, D1 potentiator 1, RXFP1 antagonist -4, D2 ag -0.3 and D2 antag -9.
For NC(=O)c1ccc(Oc2ccc(C(N)=O)cc2)cc1 the results were TRHR enhancer -5, D1 antag -7, TRHR ag 0.0, D1 agonist 1, D2 PAM -5, D1 potentiator -5, RXFP1 antagonist 3, D2 ag 1.1 and D2 antag 9.
Screening CCCCSCCCNC(=O)c1c[nH]c2ccc(S(=O)(=O)Nc3cccc(OC)c3)cc2c1=O returned TRHR enhancer 3, D1 antag -5, TRHR ag 0.5, D1 agonist 3, D2 PAM 6, D1 potentiator -2, RXFP1 antagonist -30 and D2 ag -0.1.
CC(C)OCCCn1c(=N)c(S(=O)(=O)c2ccccc2)cc2c(=O)n3ccccc3nc21 was read as TRHR enhancer -6, D1 antag 5, TRHR ag -0.1, D1 agonist 0, D2 PAM -3, D1 potentiator -1, RXFP1 antagonist 1, D2 ag 0.5 and D2 antag -8.
`COc1cccc(NC(=O)CCN2C(=O)c3cccc([N+](=O)[O-])c3C2=O)c1` gave TRHR enhancer -2, D1 antag 5, TRHR ag -0.7, D1 agonist 3, D2 PAM 0, D1 potentiator -3, RXFP1 antagonist -10, D2 ag -1.0 and D2 antag 9.
For O=C(NCCCCO)C(F)(F)C(F)(F)C(F)(F)C(=O)NCCCCO the results were TRHR enhancer 6, D1 antag -10, TRHR ag 0.4, D1 agonist 4, D1 potentiator -5 and RXFP1 antagonist -3.
